KCNH2 3.1 inh = KCNH2 3.1 (human) potassium channel inhibition; U2OS KCNH2 3.1, thallium flux FluxOr; active compounds read low; activity change, % (tested at about 1.8 µM); hit rate 0.95% among 340,000;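 active means maximum activity change below -70%; inconclusive means maximum activity change from -70% to -50%; inactive means maximum activity change above -50%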;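 further: thallium influx rate constant from kinetic fluorescence after stimulation buffer; on the % scale 0 is the no-effect control and ±100 the full control effect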
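We transduce U2OS cells with the mutant 3.1 virus, culture them overnight, load FluxOr with Red40 quencher for 45 min, then add stimulation buffer and read kinetically for 2 min to derive a normalized rate constant.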
Menin-MLL TR inh = menin-MLL binding inhibition, Texas Red mutant peptide. O00255. Menin + Texas Red MLL mutant peptide, fluorescence polarization. Potency, µM (titrated, usually from 61.6 µM), for inactives: at the top dose FP activity change, negative = inhibition, hits mostly inhibitors. hit rate 0.23% among 270,000; active means well fitted inhibition curve with a large enough effect in the polarisation, with a control signal flat, not every such curve was filed as active; inconclusive means small, poorly fitted or top-dose-only effect, or effect the other way, or a change in a side signal; inactive means no such curve, though single readings can be large or run the other way; the % refers to the polarisation; further: potency means the concentration at half of the fitted maximal effect; % of control where 0% means no effect; many of its hits are not listed in these tables
RORg inh = blocks mouse ROR gamma transcriptional activity; Potency, µM (highest dose often 53.6 µM), for the others: top-dose activity change, negative = inhibition, usual class: inhibitors; Drosophila S2 Gal4-RORgamma UAS-luciferase reporter, 20 h; P51450; hit rate 5.4% among 310,000; AID 2551; further: potency means the concentration at half of the fitted maximal effect; on the % scale 0 is the no-effect control and ±100 the full control effect; nearly all actives have a fitted effect of over 60% in size
Target sequence (P51450 whole entry, looked up, the tested form may be a part): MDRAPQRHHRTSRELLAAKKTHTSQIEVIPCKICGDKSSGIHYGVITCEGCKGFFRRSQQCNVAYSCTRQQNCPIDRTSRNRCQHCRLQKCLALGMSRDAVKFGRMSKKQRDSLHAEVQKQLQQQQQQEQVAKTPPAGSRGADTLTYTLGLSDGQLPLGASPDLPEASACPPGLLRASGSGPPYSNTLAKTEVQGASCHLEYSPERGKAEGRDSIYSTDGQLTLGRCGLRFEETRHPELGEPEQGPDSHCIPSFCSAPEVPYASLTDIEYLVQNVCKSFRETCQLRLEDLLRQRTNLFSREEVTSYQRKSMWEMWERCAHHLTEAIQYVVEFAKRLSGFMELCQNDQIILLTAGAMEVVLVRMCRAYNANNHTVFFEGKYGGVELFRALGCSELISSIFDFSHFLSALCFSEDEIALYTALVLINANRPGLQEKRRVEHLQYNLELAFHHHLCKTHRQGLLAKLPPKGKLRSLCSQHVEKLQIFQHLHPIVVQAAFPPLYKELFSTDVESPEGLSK
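A Gal4/UAS one-hybrid system in insect cells: metallothionein-promoter Gal4–ROR gamma fusion plus Photinus luciferase reporter. Copper sulfate 700 uM final, 20 hr ambient incubation, luminescent detection after 10 min with reagent.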
FLuc counter = inhibits or activates purified firefly luciferase, miR-21 counter-screen; P08659; purified FLuc, Km substrates, luminescence inhibition; Potency, µM (titrated, usually from 57.5 µM), for inactives: top-dose activity change, negative = inhibition, most hits filed as inhibitors; hit rate 6.9% among 360,000; AID 588342;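 further: potency means the concentration at half of the fitted maximal effect; plate controls were vehicle for no effect and reference inhibitor for full effect; nearly all actives have a fitted effect of over 55% in size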
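Purified P. pyralis luciferase, 10 nM final, with Km-level 10 uM D-luciferin and 10 uM ATP in 50 mM Tris acetate pH 7.5, 10 mM Mg acetate, 0.01% Tween-20, 0.05% BSA; 6-point qHTS titration about 60 µM downward; luminescence read.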
ELG1 repair inh = inhibitors of ELG1-dependent DNA repair in HEK293T cells. HEK293T ELG1-luciferase reporter, luminescence, 16 h; DNA damage induced by 5-fluorouridine. Potency, µM (titrated, usually from 46.1 µM), without a hit: at the highest dose activity change, negative = inhibition, most hits filed as inhibitors. hit rate 2.3% among 330,000; further: potency means the concentration at half of the fitted maximal effect; on the % scale 0 is the no-effect control and ±100 the full control effect; nearly all actives have a fitted effect of over 55% in size
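Cells (2,000 per well) received 5-fluorouridine plus test compound or DMSO and were incubated 16 hr at 37 °C, 5% CO2. Luciferase activity was read by luminescence 30 min after ONE-Glo addition; signal suppression marked inhibition of damage-induced ELG1 function.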
PKM2 act = activators of human pyruvate kinase M2 | hit rate 0.34% among 260,000 | Potency, µM (highest dose often 57.5 µM), inactives show at the top dose activation, actives largely listed as activators | P14618 | purified PKM2, Kinase-Glo ATP luminescence, activation; response scale: 0% is enzyme alone, no compound | AID 1631; further: potency means the concentration at half of the fitted maximal effect; on the % scale 0 is the no-effect control and ±100 the full control effect; nearly all actives have a fitted effect of over 55% in size
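ATP formation by purified human PK-M2, quantified via coupled luciferase luminescence after 1 h at room temperature with 0.1 mM ADP and 0.5 mM PEP final.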
Gal4-VP16 FLuc = counter-screen for ROR gamma inhibitors: Gal4-VP16 reporter; Drosophila S2 Gal4-VP16 UAS-luciferase, luminescence, 20 h; Potency, µM (series often up to 53.6 µM), without a hit: top-dose activity, negative = inhibition, most hits filed as inhibitors; hit rate 3.5% among 310,000; AID 2546;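 further: Gal4-VP16 expression switched on by copper sulfate through the metallothionein promoter; potency means the concentration at half of the fitted maximal effect; on the % scale 0 is the no-effect control and ±100 the full control effect; nearly all actives have a fitted effect of over 50% in size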
NPC1 prom act = activators of NPC1 promoter; Huh7 NPC1 promoter luciferase reporter, 24 h; Potency, µM (top dose mostly 9.22 µM), for the others: at the highest dose activation, most hits filed as activators; hit rate 2.4% among 320,000;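 further: potency means the concentration at half of the fitted maximal effect; % of control where 0% means no effect; nearly all actives have a fitted effect of over 60% in size; reporter is driven by a mutant NPC1 promoter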
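Huh7 reporter cells (NPC1 promoter driving luciferase) are dosed with compound for 24 h at 37 °C, 5% CO2; luciferase detection reagent is then added and luminescence measured after 10 min at ambient temperature.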
MBNL1 CUG block = inhibitors of human MBNL1 binding to CUG repeat RNA; Q9NR56; TR-FRET MBNL1-His/biotin-(CUG)12 binding, 665/545 ratio; Potency, µM (doses to about 57.5 µM), inactives show at the highest dose activity change, negative = inhibition, actives largely listed as inhibitors; hit rate 0.036% among 280,000; AID 2675; active means well fitted inhibition curve with a large enough effect in the signal ratio, with a control signal flat, not every such curve was filed as active; inconclusive means small, poorly fitted or top-dose-only effect, or effect the other way, or a change in a side signal; inactive means no such curve, though single readings can be large or run the other way; the % refers to the signal ratio; further: potency means the concentration at half of the fitted maximal effect; on the % scale 0 is the no-effect control and ±100 the full control effect
Target sequence (Q9NR56 whole entry, looked up): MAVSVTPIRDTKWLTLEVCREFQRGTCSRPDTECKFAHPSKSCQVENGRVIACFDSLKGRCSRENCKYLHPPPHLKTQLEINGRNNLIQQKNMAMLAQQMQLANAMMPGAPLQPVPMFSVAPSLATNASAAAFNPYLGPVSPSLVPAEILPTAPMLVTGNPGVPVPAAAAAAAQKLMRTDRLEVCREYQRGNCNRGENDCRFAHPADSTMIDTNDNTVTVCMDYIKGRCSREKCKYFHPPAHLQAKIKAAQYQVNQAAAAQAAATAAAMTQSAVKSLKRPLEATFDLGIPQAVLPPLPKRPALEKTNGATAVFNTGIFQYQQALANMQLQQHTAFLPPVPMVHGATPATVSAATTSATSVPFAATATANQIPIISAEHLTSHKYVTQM
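Compound titration spanned 92 nM–58 uM against the MBNL1-His/biotin-(CUG)12 complex. After 60 min at room temperature with 5 nM streptavidin-XL665 and 0.055 ng/ul terbium anti-His, ratiometric 665/545 nm emission (Ex 340 nm) normalized to controls.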
Mito fusion act = inhibitors of mitochondrial division or activators of mitochondrial fusion; S. cerevisiae fusion-defective mutant growth rescue, CellTiterGlo 48 h; Potency, µM (top dose mostly 46.1 µM), without a hit: at the highest dose growth rescue (activation), hits mostly activators; hit rate 0.23% among 320,000; AID 485298;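 further: potency means the concentration at half of the fitted maximal effect; % of control where 0% means no effect; nearly all actives have a fitted effect of over 45% in size; temperature-sensitive fusion mutants such as fzo1-1 at 37 °C on non-fermentable ethanol glycerol medium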
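Compounds are tested for their ability to restore growth of mitochondrial fusion-defective yeast strains at non-permissive 37C in YPEG medium over 48 hours. Viability is quantified by luciferase luminescence.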
Rab9 prom act = Rab9 promoter activation. Huh7 Rab9 promoter-luciferase reporter, luminescence, 24 h. Potency, µM (highest dose often 9.22 µM), for the others: at the highest dose activation, negative = inhibition, usual class: activators. hit rate 2.8% among 320,000. AID 485297; further: potency means the concentration at half of the fitted maximal effect; % of control where 0% means no effect; nearly all actives have a fitted effect of over 60% in size
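Huh7 reporter line, Rab9 promoter upstream of luciferase. Compound exposure 24 h at 37 °C in reduced-serum medium with 10% FBS. Read-out: luminescence.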
* marks the source's active call; other numbers are inactive results; ? = inconclusive; nt = no result given; [ ] = remark or other dose. Unless noted, the call rests on the fitted dose curve; in most records, active means well fitted curve in the direction sought with a large enough effect; inconclusive means small, poorly fitted or top-dose-only effect, or another doubt; inactive means no such curve, though single readings can be large; an effect the other way counts as inactive or inconclusive.

SMILES | KCNH2 3.1 inh | Menin-MLL TR inh | RORg inh | FLuc counter | ELG1 repair inh | PKM2 act | Gal4-VP16 FLuc | NPC1 prom act | MBNL1 CUG block | Mito fusion act | Rab9 prom act
O=C(NC1CCCc2ccccc21)c1ccc(Br)cc1 (centres undefined) | 11 | 2% | 35% | -1% | ? | -4% | 0% | 14% | 11% | 7% | 2%
Cc1ccc(S(=O)(=O)N2CCCN(c3nc4cc(C)ccc4cc3C#N)CC2)cc1 | -18 | -2% | -10% | 2% | ? | 3% | -1% | 1% | -5% | 4% | -5%
O=[N+]([O-])c1cccc(C2CC(c3ccccc3)=NN2c2ccccc2)c1 (centres undefined) | -3 | ? | ? | ? | 12% | -2%[11.5 µM] | 3% | -4% | 6% | 3% | 5%
c1ccc(-n2cnc3cc(NCc4cccs4)ccc32)cc1 | 8 | 5% | ? | 2.1µM* | ? | 2% | -11% | ? | 3% | 1% | 1µM*
COc1ccccc1/C=N/Nc1cc(N(C)C)nc(N(C)C)n1 | -1 | 0% | -15% | -15% | ? | 6% | -12% | -2% | -4% | 1% | -3%
CNS(=O)(=O)c1ccc(NC(=O)c2ccc(Cl)cc2Cl)cc1 | nt | 6% | ? | -13% | -3% | 5% | -13% | -4% | -2%[11.5 µM] | 15% | 3%
CC(=O)c1ccc(OCCCC(=O)Nc2cccc(S(=O)(=O)N(C)C)c2)cc1 | -2 | 0% | ? | -6% | -15% | 5% | 4% | 1% | -4% | -7% | -5%
CCCS(=O)(=O)n1nc(-c2ccccc2)cc1N | 2 | 4% | ? | 3% | ? | 0% | 14% | -5% | -14% | 0% | -5%
CCCNc1nc(OCC(F)(F)F)nc(OCC(F)(F)F)n1 | -6 | 4% | 7% | 1% | 12% | 0% | -3% | -2% | -4% | -1% | 2%
COc1cc(CCCN2C(=O)C(=O)NC[C@@H]2C(C)O)cc(OC)c1OC (some centres undefined) | 21 | nt | -5% | 0% | 9% | -3% | 6% | 1% | 0% | 1% | -8%
CC1=CCC2([N+](=O)[O-])CN(CC(=O)O)CC1([N+](=O)[O-])C2 (centres undefined) | -4 | -12% | -1% | 0% | 15% | -1% | -5% | -6% | -26% | 1% | 0%
COc1ccc(CN(C(=O)c2ccc3c(c2)OCCO3)C(C(=O)NC2CCCCC2)c2ccc3ncccc3c2)cc1 (centres undefined) | -4 | ? | ? | 1% | -19% | 0% | -14% | -1% | 0% | 1% | -7%

Reprinted from the part before: 3 entries; new compounds follow.
SMILES | KCNH2 3.1 inh | Menin-MLL TR inh | RORg inh | FLuc counter | ELG1 repair inh | PKM2 act | Gal4-VP16 FLuc | NPC1 prom act | MBNL1 CUG block | Mito fusion act | Rab9 prom act
COc1cc(CCCN2C(=O)C(=O)NC[C@@H]2C(C)O)cc(OC)c1OC (some centres undefined) | 21 | nt | -5% | 0% | 9% | -3% | 6% | 1% | 0% | 1% | -8%
CC1=CCC2([N+](=O)[O-])CN(CC(=O)O)CC1([N+](=O)[O-])C2 (centres undefined) | -4 | -12% | -1% | 0% | 15% | -1% | -5% | -6% | -26% | 1% | 0%
COc1ccc(CN(C(=O)c2ccc3c(c2)OCCO3)C(C(=O)NC2CCCCC2)c2ccc3ncccc3c2)cc1 (centres undefined) | -4 | ? | ? | 1% | -19% | 0% | -14% | -1% | 0% | 1% | -7%
CC(C)Cn1c(SC(C)C(=O)Nc2ccc(N3CCOCC3)cc2)nc2ccccc21 (centres undefined) | 2 | -9% | -23% | ? | -10% | 3% | -1% | -3% | -1% | -2% | -2%
Cc1ccc(OCCC(=O)N(CCC(C)C)c2c(N)n(Cc3ccccc3)c(=O)[nH]c2=O)cc1 | -10 | nt | nt | 0% | 1% | nt | nt | -3% | nt | -5% | -13%
O=C(CN(Cc1ccc(F)cc1)C(=O)c1csnn1)NC1CCCC1 | -3 | -1% | -15% | 0% | 4% | -1% | 22% | -3% | -8% | 4% | -1%
CCOC(=O)CN(C(=O)CNC(=O)c1cccs1)C(C(=O)NC1CCCCC1)c1cccnc1 (centres undefined) | 10 | -11% | 0% | 1% | 16% | -7% | 6% | -1% | -14% | -3% | 0%
CN1CCN(C(=O)CCc2nc3ccccc3c(=O)[nH]2)CC1 | -27 | -5% | -2% | 1% | 10% | -2% | 2% | -2% | 0% | 1% | -1%
Cc1ccc(-c2csc(NC(=S)NC(=O)c3cccs3)n2)cc1 | 1 | -10% | 2µM* | -9% | -5% | 5% | 0% | 9% | 7% | -6% | -3%
COC(=O)c1ccccc1NC(=O)CCCCCn1nnc2ccccc2c1=O | -28 | -22% | -13% | 0% | -18% | nt | -2% | -3% | 0% | 12% | -2%[1.84 µM]
CC(=O)c1ccc(NC(=O)C(C)OC(=O)CCN=C2NS(=O)(=O)c3ccccc32)cc1 (centres undefined) | 6 | nt | nt | 0% | 0% | nt | nt | -1% | nt | -4% | 1%
O=C(Nc1ccc2c(c1)CCC2)Nc1ccccc1Cl | -7 | ? | -31% | 1.5µM* | ? | -18% | ? | 1.4µM* | -9% | -3% | 1.8µM*
CN(CC(=O)NC1CCCCC1)S(=O)(=O)c1ccc2c(c1)c(=O)n(C)c(=O)n2C | -5 | nt | -1% | 1% | 3% | nt | -14% | -4% | -4% | 10% | -6%
CC(=O)c1c(C)[nH]c(C(=O)Nc2nccs2)c1C | 0 | 0% | ? | 24µM* | ? | 13% | -8% | ? | -1% | -1% | 2.8µM*
CCOC(=O)c1ccc(NC(=O)CN(C)S(=O)(=O)c2ccc(OC)cc2)cc1 | -7 | 19% | -19% | 6%[2.3 µM] | -6% | 8% | 2% | 1% | 4% | -1% | -1%
CC(C)CCNC(=O)C1CC(c2ccc(C(F)(F)F)cc2)=NO1 (centres undefined) | 7 | nt | ? | -7% | 18% | 12% | 16% | -3% | 8% | -2% | 3%
Cc1ccc(C)c(N2CCN(C(=O)CCCCCn3c(=S)[nH]c4ccc(N5CCOCC5)cc4c3=O)CC2)c1 | 3 | 18% | 10µM* | 0% | 5.8µM* | nt | 5.6µM* | -32%[inhibitor] | 5% | -14% | -31%[inhibitor]
Cc1csc(NC(=O)CN2CCCCCC2)n1 | -21 | 9% | 5% | -2% | 4% | -2% | -7% | 3% | 10% | -2% | -2%
COc1ccc(NC(=O)CCNC(=O)c2ccco2)cc1S(=O)(=O)N(C)C | 3 | ? | 31% | -2% | 1% | -10% | 7% | 1% | 6% | 4% | 2%
COc1cccc(C(=O)NCC2CCCO2)c1 (centres undefined) | nt | -29% | -1% | -4% | 26% | -7% | 8% | 5% | 7% | -2% | -4%
Cc1cnc(C(=O)Nc2ccc(N3CCCCC3)cc2)cn1 | -14 | 11% | 13% | 7.6µM* | ? | -3% | 4% | 3.5µM* | 5% | -7% | 3.2µM*
CC(C)C(=O)Nc1cccc(C(=O)NCCc2ccc(S(N)(=O)=O)cc2)c1 | 2 | 0% | -29% | -1% | 6% | 1% | 10% | -2% | -6% | -6% | -6%
Cc1nn(-c2ccccc2)c(C)c1[N+](=O)[O-] | 3 | 0% | 6% | 5% | 2% | -2% | -14% | -28% | nt | -5% | -4%
CC1(C)CC(=O)C(C=Nc2ccc3c(c2)OCO3)=C(O)C1 | 8 | -11% | 18% | 15µM* | ? | -21% | -4% | 0% | 22% | -1% | 18%
CCOC(=O)c1ccc(NC(=O)CCc2nnc3ccc(N4CCCC4)nn23)cc1 | -2 | nt | 22% | -6% | ? | nt | -18% | -2% | -13% | -5% | -2%
CC1CN(C(=S)Nc2ccccc2F)CC(C)O1 (centres undefined) | -3 | 16% | 13% | -1% | -9% | 7%[11.5 µM] | 0% | 1% | 5% | -1% | 5%
CC(C#N)Sc1nnc(-c2ccccc2F)n1C1CC1 (centres undefined) | -16 | -17% | -13% | 3% | 11% | 4% | 8% | -2% | -1% | -8% | -5%
CSc1nnc(-c2ccccc2SC)o1 | -2 | 2% | -2% | -7% | 18% | -7% | 6% | 1% | 36%[activator] | -6% | 1%

Compound activity as filed in PubChem BioAssay.

Some of the compounds tested; count on the stated rates, not on these rows.
